Compound activity (PubChem BioAssay)
RGS12 GoLoco inh: qHTS Assay for Inhibitors of RGS12 GoLoco Motif Activity (Red Fluorophore); Guanine nucleotide-binding protein G(i) subunit alpha-1 (Homo sapiens), P63096; Gai1:RGS12 GoLoco peptide FP, rhodamine, 10 min; Potency, µM (top dose mostly 61.6 µM), inactives show top-dose activity, negative = inhibition, hits mostly inhibitors; 230,000 tested, 0.44% active; active means well fitted inhibition curve with a large enough effect, not every such curve was filed as active; inactive means no such curve, though single readings can be large or run the other way; further: nearly all actives have a fitted effect of over 30% in size; many of its hits are not listed in these tables
Target sequence (P63096 whole entry, looked up): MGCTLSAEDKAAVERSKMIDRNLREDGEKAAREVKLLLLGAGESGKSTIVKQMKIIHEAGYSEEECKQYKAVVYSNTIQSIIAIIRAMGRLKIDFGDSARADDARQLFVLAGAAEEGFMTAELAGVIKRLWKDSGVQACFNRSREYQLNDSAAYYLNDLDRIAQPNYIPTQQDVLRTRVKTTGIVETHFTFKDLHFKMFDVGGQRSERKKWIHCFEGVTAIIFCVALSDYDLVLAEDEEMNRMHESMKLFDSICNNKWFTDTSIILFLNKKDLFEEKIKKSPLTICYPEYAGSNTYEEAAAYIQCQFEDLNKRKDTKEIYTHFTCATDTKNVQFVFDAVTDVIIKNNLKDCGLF
TRb SRC2 PPI: qHTS for Inhibitors of the Interaction of Thyroid Hormone Receptor and Steroid Receptor Coregulator 2; 280,000 tested, 0.065% active; Thyroid hormone receptor beta (Homo sapiens), P10828; AID 1469, 2008; Potency, µM (highest dose often 106 µM), inactives show at the top dose activity change, negative = inhibition, usual class: inhibitors; TRbeta-SRC2 peptide binding, fluorescence polarization; receptor liganded with 1 µM T3;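 further: plate controls were bound peptide for no effect and peptide without receptor for full effect; nearly all actives have a fitted effect of over 50% in size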
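Binding of a 20-amino-acid Texas Red SRC2 peptide (20 nM) to TRb ligand-binding domain (0.6 uM) with agonist T3 at 1 uM was followed by fluorescence polarization after a 5 hr room-temperature incubation.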
TexasRed fluor: Total Fluorescence Counterscreen for Inhibitors of the Interaction of Thyroid Hormone Receptor and Steroid Receptor Coregulator 2. 280,000 tested, 0.29% active. Potency, µM (doses to about 106 µM), for inactives: at the top dose fluorescence change, negative = quenching. TRb/SRC2 Texas Red total fluorescence interference; active means well fitted curve in either direction with a large enough effect; inconclusive means small, poorly fitted or top-dose-only effect
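Flags fluorescent or light-absorbing compounds by total fluorescence, S + 2P, at 555 nm excitation and 632 nm emission. Mixture: 20 nM Texas Red SRC2 peptide, 0.6 uM human TRb LBD, 1 uM T3, 5% DMSO; compound exposure 5 h at ambient temperature.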
Tau ThT inhib: qHTS for Inhibitors of Tau Fibril Formation, Thioflavin T Binding; recombinant tau K18 P301L (four-repeat tau fragment), heparin-induced fibrillization, ThT fluorescence; Potency, µM (top dose mostly 57.4 µM), without a hit: at the top dose activity, negative = inhibition, most hits filed as inhibitors; 270,000 tested, 2.1% active; further: nearly all actives have a fitted effect of over 55% in size
Target sequence (P10636 561-689 P618L limits assumed): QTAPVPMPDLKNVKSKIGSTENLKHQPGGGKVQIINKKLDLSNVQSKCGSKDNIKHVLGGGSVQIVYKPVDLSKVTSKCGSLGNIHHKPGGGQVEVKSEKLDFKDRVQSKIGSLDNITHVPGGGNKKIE
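Recombinant human tau K18 fragment […] carrying P301L, 15 uM unlabeled plus 0.24 uM Alexa 594-labeled, was fibrillized with 20 uM heparin in 100 mM sodium acetate pH 7 for 6 hr at 37 C; 30 uM ThT fluorescence read after 1 hr.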
Tau fibril FP: qHTS for Inhibitors of Tau Fibril Formation, Fluorescence Polarization. Potency, µM (doses to about 57.7 µM), for inactives: at the highest dose activity, negative = inhibition, usual class: inhibitors. AID 1468, 2008. Microtubule-associated protein tau (Homo sapiens), P10636. 280,000 tested, 0.39% active. K18 P301L tau heparin fibrillization, Alexa594 FP, 6 h; further: nearly all actives have a fitted effect of over 55% in size
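Human tau K18 […] P301L fragment, 15 uM unlabeled plus 0.24 uM Alexa 594-labeled tau (final), with compound and 20 uM heparin in 100 mM sodium acetate pH 7; 6 hr at 37 C, then Alexa 594 FP read.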
JMJD2E inh: qHTS Assay for Inhibitors of Human Jumonji Domain Containing 2E (JMJD2E); 230,000 tested, 1.6% active; Potency, µM (titrated, usually from 57.1 µM), inactives show at the highest dose activity change, negative = inhibition, actives largely listed as inhibitors; JMJD2E catalytic domain, FDH-coupled NADH fluorescence (FDH is formaldehyde dehydrogenase); Lysine-specific demethylase 4E (Homo sapiens), B2RXH2; active means well fitted inhibition curve with a large enough effect, not every such curve was filed as active; inconclusive means small, poorly fitted or top-dose-only effect, or another doubt; inactive means no such curve, though single readings can be large or run the other way;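 further: 0% = wells with enzyme and -100% = buffer wells without enzyme; nearly all actives have a fitted effect of over 50% in size; many of its hits are not listed in these tables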
Target sequence (B2RXH2 1-337 limits assumed): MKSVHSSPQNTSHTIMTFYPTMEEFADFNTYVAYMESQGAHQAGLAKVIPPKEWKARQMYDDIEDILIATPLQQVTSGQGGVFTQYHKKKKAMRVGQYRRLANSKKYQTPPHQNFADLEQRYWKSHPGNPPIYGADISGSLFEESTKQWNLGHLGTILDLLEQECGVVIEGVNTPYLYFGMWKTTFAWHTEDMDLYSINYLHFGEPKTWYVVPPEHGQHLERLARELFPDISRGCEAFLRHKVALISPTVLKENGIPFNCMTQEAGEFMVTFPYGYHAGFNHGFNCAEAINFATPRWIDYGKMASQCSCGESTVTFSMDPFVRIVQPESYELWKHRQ
L3MBTL1 block: qHTS Assay for the Inhibitors of L3MBTL1; Potency, µM (series often up to 57.1 µM), for the others: top-dose activity, negative = inhibition, most hits filed as inhibitors; Lethal(3)malignant brain tumor-like protein 1 (Homo sapiens), Q9Y468; 230,000 tested, 0.66% active; AlphaScreen L3MBTL1–H3K9me1 peptide binding; AID 485360, 2010; further: nearly all actives have a fitted effect of over 60% in size
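AlphaScreen proximity signal between nickel-chelate acceptor and streptavidin donor beads (final 10 ug/mL) reports binding of 50 nM L3MBTL1 to 75 nM biotin-H3 K9me1 peptide; complex incubated with compounds 30 min at room temperature; cefsulodin titration as control.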
RECQ1 inh: qHTS Assay for Inhibitors of RecQ-Like Dna Helicase 1 (RECQ1); ATP-dependent DNA helicase Q1 (Homo sapiens), P46063; RECQ1 DNA unwinding, red fluorescence kinetic read; Potency, µM (doses to about 57.3 µM), for the others: top-dose activity, negative = inhibition, most hits filed as inhibitors; 240,000 tested, 0.54% active; AID 2549, 2010;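 further: plate controls were vehicle for no effect and no enzyme for full effect; nearly all actives have a fitted effect of over 30% in size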
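50 nM RECQ1T1 preincubated 15 min with compound in Tris pH 8.0 buffer with MgCl2, DTT, Tween-20 and 2.5 ug/ml poly(dI-dC); started with 200 nM TAMRA/BHQ-2 forked duplex and 2 mM ATP. Unwinding read as fluorescence (525/598 nm), two reads 2 h apart.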
* = called active by the depositor; i = inactive; ? = inconclusive; . = no result given; & = joins results of further samples; [ ] = another dose, or the depositor's remark. Unless noted, the call rests on the fitted dose curve; in most records, active means well fitted curve in the direction sought with a large enough effect; inconclusive means small, poorly fitted or top-dose-only effect, or another doubt; inactive means no such curve, though single readings can be large; an effect the other way counts as inactive or inconclusive. Unless noted, on the % scale 0 is the no-effect control and ±100 the full control effect; potency means the concentration at half of the fitted maximal effect. Only part of the results is shown (hit frequency here may not be typical).

SMILES	RGS12 GoLoco inh	TRb SRC2 PPI	TexasRed fluor	Tau ThT inhib	Tau fibril FP	JMJD2E inh	L3MBTL1 block	RECQ1 inh
O=C1CSC(c2cn(-c3ccccc3)nc2-c2cc3ccccc3oc2=O)N1Cc1ccco1 (centres undefined)	25%	1%	5%	-16%	0%	?	-4%	-7%
Cc1ccc(N(Cc2ccccc2F)S(C)(=O)=O)c(C)c1	14%	1%	4%	0%	0%	4%	1%[11.4 µM]	i
Cc1cc(C)n2nc(S(=O)(=O)NC3CCCCC3)nc2n1	0%	4%	-2%	-4%	14%	5%	6%	0%
OC[C@H]1O[C@@H](n2cnc3c(NC4CCCCC4)ncnc32)[C@H](O)[C@@H]1O	8%&-5%	-2%&-7%	-7%&0%	-4%&-3%	-5%&3%	12%	.	-16%&-6%
CC(C)CC(=O)Nc1nnc(S(=O)(=O)N(C)c2ccc(Cl)cc2)s1	.	-1%	-12%	2%	4%	.	.	.
O=C(O)CCc1nc(-c2ccccc2)no1	4%	2%	3%	-6%	8%	2%	8%	-3%
CCCC(=O)Nc1ccc(N2CCN(C(=O)c3cccs3)CC2)cc1	-15%	1%	-3%	?	4%	7%	.	-2%
CCCCOc1ccccc1NC(=O)CSc1nnnn1C(C)(C)C	.	-2%	-4%	-19%	-6%	-3%	3%	-7%
N/C(=N\OC(=O)CCCC(=O)O)c1ncc(C(F)(F)F)cc1Cl	-3%	4%	-1%	-2%	-6%	0%	-10%	-5%
COc1ccc(CNC(=O)C(=O)NC2CCC(C)CC2)cc1 (centres undefined)	9%	-1%	1%	2%	-5%	10%	7%[11.4 µM]	-7%
COc1ccc(C2C(C#N)=C(N)Oc3c2oc(CO)cc3=O)c(OC)c1OC (centres undefined)	0%	-16%	-1%	-6%	-2%	?	5%	-6%
CCC1CN(C)C2Cc3c([nH]c4ccccc34)C(=O)CC1C2C(=O)OC (centres undefined)	-7%	3%	-1%	3%	0%	?	.	-2%
COc1ccc(S(=O)(=O)Nc2nc3c(s2)CCCC3)cc1	4%	-4%	-2%	-6%	0%	11%	9%	2%
COc1cc(NC(=O)c2cccc([N+](=O)[O-])c2C)ccc1NC(=O)c1ccco1	-3%	4%	-1%	-14%	-9%	-10%	1%	-3%
CC1(c2ccc(OCC#N)cc2)C=C(c2ccc(OCC#N)cc2)n2nc(C(F)(F)F)nc2N1 (centres undefined)	-6%	4%	-2%	-3%	-13%	-21%	-5%	i
COC(=O)c1c(-c2cc(OC)c(OC)c(OC)c2)c2ccc(OCc3ccccn3)cc2c(=O)n1-c1ccc(N)cc1	11%	-1%	-8%	?	-1%	-9%	.	i
O=C(O)c1cccc(-n2cccc2/C=C2\NC(=O)N(Cc3ccc(F)cc3)C2=O)c1	13%	9%	-2%	2%	-1%	-15%	?	-28%
CN1c2ccsc2C(O)=C(C(=S)Nc2ccc(F)c(Cl)c2)S1(=O)=O	12%	12%	-3%	20µM*	?	?	.	-2%
Cc1c(NS(=O)(=O)c2cc(C(=O)OCC(=O)N3CCC(C)CC3)ccc2Cl)c(=O)n(-c2ccccc2)n1C	5%	-8%	0%	5%	4%	-7%	3%	-3%
CNC(=S)N1N=C(c2ccc(Br)cc2)CC1c1ccc(N(C)C)cc1 (centres undefined)	36%[activator]	-8%	0%	-8%	9%	-13%	?	-4%
COC(=O)CSc1nc(C)cc(N2CCOCC2)n1	-3%	0%	-1%	-3%	-5%	3%	-20%	i
O=S(=O)(Nc1cccc2ccccc12)c1ccccc1	2%	0%	-2%	-17%	-2%	5%	10%	?
O=C(Nc1cc(Cl)ccc1N1CCCCC1)c1cccs1	1%	-1%	0%	-16%	-12%	?	.	-8%
O=C(Nc1cc(S(=O)(=O)N2CCOCC2)ccc1N1CCCC1)C1COc2ccccc2O1 (centres undefined)	8%	-3%	-5%	-8%	6%	?	4%	-17%
COC(=O)COc1ccc2c(=O)c(Oc3ccccc3)c(C)oc2c1	-11%	-3%	-3%	-10%	6%	-7%	.	1%
CCOc1nc(NC(C)C)nc(NC(C)C)n1	-8%	-9%	-6%	-8%	-2%	-2%	1%	-8%
COc1ccc(-c2cc(C(F)(F)F)nc(SCc3cccc(C(=O)O)c3)n2)cc1	7%	0%	-1%	2%	0%	?	2%	16%
CCc1ccc(C2=NNC(=Nc3c(C)n(C)n(-c4ccccc4)c3=O)SC2)cc1	-8%	-5%	-2%	?	-16%	6%	.	-1%
Cc1ccn2cc(CCNC(=O)C3CC=CCC3C(=O)O)nc2c1 (centres undefined)	1%	-6%	-3%	.	.	?	.	-5%
COc1ccc(C)cc1NS(=O)(=O)c1cn(C)c(=O)n(C)c1=O	0%	3%	0%	1%	-3%	2%	-5%	-8%
CCOC(=O)c1cnn(-c2cc(C)nc3c(-c4ccccc4)c(C)nn23)c1N	-1%	-7%	-7%	-8%	0%	5%	.	i
COc1ccccc1NC(=O)Nc1c(C)n(C)n(-c2ccccc2)c1=O	5%	-1%	-2%	6%	6%	-1%	3%	-10%
NS(=O)(=O)c1ccc(CNC(=O)c2ccccn2)cc1	2%	-3%	-1%	-9%	-12%	1%	-18%	6%
COc1ccccc1CC(=O)Nc1ccc(O)cc1C(=O)O	-6%	2%	-1%	-6%	-7%	?	18%[11.4 µM]	i
O=C(CSc1ccccc1C(=O)O)NC1CCCCCCC1	0%	3%	-1%	-7%	-1%	-6%	.	3%
CCn1c(=O)cc(OCC(=O)Nc2cc(OC)c(OC)c(OC)c2)c2ccccc21	.	-8%	-2%	-6%	?	.	.	.
N=c1n(CCN2CCCCC2)c2ccccc2n1CC(=O)c1ccc(Cl)c(Cl)c1	2%	-3%	-5%	?	5%	?	-19%	-20%
C/C=C/c1ccc(OCCCN2C(=O)NC(C)(C)C2=O)c(OC)c1	4%	-2%	1%	1%	6%	-7%	-7%	8%
COc1cc(OC)c2c(-c3ccccc3)cc(=O)oc2c1	-4%	-4%	0%	-15%	4%	9%	6%	-18%
O=C(COC(=O)CCc1nc2ccccc2c(=O)[nH]1)NCc1ccc(F)cc1	-2%	-6%	2%	-9%	1%	1%	.	21%
CC(=O)c1cccc(CN2CCN(Cc3ccc(F)cc3)C(CCO)C2)c1 (centres undefined)	6%	-2%[53 µM]	-2%[53 µM]	-6%	4%	0%	7%	i
COc1ccc(CC(=O)N2CCN=C2SCc2cccc([N+](=O)[O-])c2)cc1	-4%	-2%	-1%	?	11%	-9%	-12%	2%
CCN(CC)S(=O)(=O)c1ccc(F)c(C(=O)NCCC(C)C)c1	1%	8%	-5%	3%	-2%	4%	?	0%
COC(=O)c1ccc(CSc2n[nH]c(-c3ccccc3)n2)o1	4%	-1%	-1%	-1%	-5%	0%	6%	i
COC(=O)CNC(=O)c1cc(OC)cc(OC)c1	12%	-6%	2%	3%	-2%	?	3%	i
COc1ccc(-c2nc(CSCC(=O)N3CCN(c4cc(Cl)ccc4C)CC3)c(C)o2)cc1	.	-4%	-2%	?	5%	.	.	.
CCc1cc(C(c2ccncc2)N2CCN(C)CC2)c(NC(=O)c2ccccc2)s1 (centres undefined)	-21%	-2%	-2%	-15%	-3%	0%	-8%	-15%
Cc1ccc(-n2ncc3c(N4CCN(Cc5ccccc5)CC4)ncnc32)cc1Cl	.	-4%	-3%	?	-8%	.	.	.
CCCc1cc(N2CCCC(C(=O)NCc3ccc4c(c3)OCO4)C2)n2ncnc2n1 (centres undefined)	4%	2%	-3%	-12%	3%	-1%	.	2%
CCOCC(=O)Nc1nc2ccc(S(C)(=O)=O)cc2s1	-3%	-9%	0%	-13%	-4%	7%	-1%	i
COc1ccccc1CNC(=O)CSc1nc(N)c(C#N)c(-c2cccs2)c1C#N	22%	6%	-2%	9%	-3%	-6%	-14%	3%
C=C1CC23C[C@H]4[C@@H]5[C@@]6(C)C[C@H](OC(=O)c7ccccc7)[C@@H](OC(C)=O)[C@]57[C@@H]2[C@@H](OC(C)=O)[C@H]1[C@@H](O)[C@H]3[C@H]7N4C6	-3%[21.6 µM]	0%[53 µM]	-2%[53 µM]	.	.	2%[25.5 µM]	.	-2%[25.9 µM]
COc1ccc(NS(=O)(=O)c2cnc[nH]2)cc1	14%	4%	-1%	-4%	-5%	0%	-2%	i
O=C(CCNc1ccc(F)cc1)c1cccc([N+](=O)[O-])c1	-8%	0%	-1%	?	9%	3%	-20%	-4%
CCCCc1c(C)nc2ccc(Br)cc2c1SC(N)N	4%	2%	-1%	-12%	5%	-3%	-5%	2%
Cc1noc(C)c1-c1nc(Nc2ccncc2)c2ccccc2n1	-23%	-2%	-3%	-18%	?	?	.	-6%
CN(C)C(=O)CCN1CCOCC1	-10%	-18%	1%	-3%	-9%	1%	1%	0%

Complete entries as entered above. Values in the order: RGS12 GoLoco inh, TRb SRC2 PPI, TexasRed fluor, Tau ThT inhib, Tau fibril FP, JMJD2E inh, L3MBTL1 block, RECQ1 inh
Results for Cc1noc(C)c1-c1nc(Nc2ccncc2)c2ccccc2n1 → -23%, -2%, -3%, -18%, ?, ?, ., -6%
Results for COc1ccc(NS(=O)(=O)c2cnc[nH]2)cc1 → 14%, 4%, -1%, -4%, -5%, 0%, -2%, i
Results for COc1ccccc1CNC(=O)CSc1nc(N)c(C#N)c(-c2cccs2)c1C#N → 22%, 6%, -2%, 9%, -3%, -6%, -14%, 3%
